PhoP inhibition = inhibitors of PhoP regulon expression, primary screen, Salmonella Typhimurium, GFP reporter (AID 1863). S. Typhimurium PhoP-regulated promoter GFP reporter, 4 h; higher % means a stronger effect. one-dose inhibition, % at 50 µM; IC50 in µM for titrated hits. actives 0.16% (n = 300,000);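 active = inhibition over 29.93%, a cutoff 3 SD above the screen mean, later confirmed by dose response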;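 note: 0% = low Mg2+ inducing control and 100% = high Mg2+ repressing control; strong numbers were not always called active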
Insulin prom up = insulin promoter activators in MIN6 cells, imaging, high-content screening, mouse beta cells; AID 1625, 2009; actives 0.3% (n = 190,000); z-score at 5 µM; MIN6 insulin promoter-GFP reporter; hits give high values;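 active = z-score above 3 at 5 µM with at least 500 cells counted in the well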
T cell HTS = modulators of CD8 T cell-vesicle binding, primary screen, mouse 2C CD8+ T cells, flow cytometry. calls only at 7 µM. actives 0.068% (n = 330,000). 2C CD8+ T cell-vesicle binding; hits give low values;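 active = response, share of CD8 T cells binding vesicles, and their 90th percentile fluorescence all below set limits, cut at about 80% in these data, passing the limit was not always enough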
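Also added: QL9-peptide-loaded Drosophila micro-vesicles bearing Ld, ICAM-1 and B7-1; Test system: purified 2C TCR transgenic mouse naive CD8+ T cells; Measured by: cytometric PE anti-B7-1 and Alexa647 anti-CD8 signals after 1% paraformaldehyde fixation; Timing: binding step 1.5 h, 37 °C, antibody labelling 20 min, ice.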
b-catenin transl = modulators of beta-catenin nuclear translocation, primary screen, imaging, HeLa cells, immunofluorescence, high-content; AID 1665, 2009; actives 0.3% (n = 190,000); nuclear translocation activity, % at 5 µM;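 active = nuclear translocation activity above 50% at 5 µM, with a well cell count of 50 or more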;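 note: per-cell ratio of nuclear to cytoplasmic median beta-catenin stain intensity; plate controls were DMSO negative control for no effect and GSK-3 inhibitor IX positive control for full effect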
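Test system: human HeLa cells, native beta-catenin. Compound dosing: 5 µM primary single dose, 0.1% DMSO, 0.02–20 µM confirmation series. Incubation: compound exposure 24 h at 37°C. Detection: beta-catenin immunostaining with DAPI counterstain, 20x imaging, 6 fields/well. Read-out basis: Nuclear/cytoplasmic beta-catenin signal ratio, % activation.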
Autophagy HCS = autophagy modulators in MEF cells, primary screen, imaging, high-content, MEF GFP-LC3; calls only at 10 µM (by protocol); actives 0.98% (n = 190,000); MEF GFP-LC3 puncta imaging; test concentration mostly 10 µM;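 active = percentage of spot-positive cells more than 3 SD above its plate mean, without a fluorescence outlier flag or 80% toxicity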;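 note: spot-positive cell cutoff set from DMSO-treated cells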
MT stabilizer = microtubule stabilizers in HeLa cells, primary screen, imaging, high-content imaging; % tubulin-high responders, % at 10 µM; HeLa tubulin immunostaining HCS, 24 h; share of cells brighter than vehicle mean+2SD; actives 0.83% (n = 200,000); AID 2205, 2009;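 active = plate Z-score above 3 for both tubulin-high and condensed-nucleus cell shares, with cell loss under 80%, at 10 µM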;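 note: anti alpha tubulin signal scored within the nucleus-defined area of each cell; some results filed as inactive read as strong as hits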
Dynein transport = inhibitors of GR-EGFP nuclear translocation, primary screen, dynein cargo transport inhibitor project, imaging, high-content, 3617.4 mouse cells; test concentration mostly 20 µM; stimulated with dexamethasone, 1 µM; hits give low values; z-score, hits read low; actives 0.47% (n = 220,000);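 active = plate z-score of nuclear minus cytoplasmic receptor signal below a set negative limit, without overly bright fluorescence or cell loss, cut at about -3.5 in these data, passing the limit was not always enough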;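 note: z-score of nuclear minus cytoplasmic ring GR-EGFP intensity difference per well; some compounds called inactive have numbers as strong as hits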
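Buffer or medium: tet-free, stripped-serum medium; reagent: dexamethasone at 1.0 µM final, 30 min; incubation: 48 h induction, 1 h compound, 30 min dex at 37 °C; measured by: formaldehyde fixation, Hoechst nuclear stain, 10x automated fluorescence imaging; read-out: nuclear-to-cytoplasmic GR-EGFP distribution per well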
ER stress rescue = rescue of cells from ER stress-induced death, primary screen, 384-well, CSM14.1, thapsigargin, ATP luminescence (AID 1222). CSM14.1 thapsigargin-induced death rescue, ATP luminescence; higher % means a stronger effect. 190,000 tested, under 10 active. cellular ATP content (survival), % at 20 µM; hits with a dose series show EC50 in µM;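 active = EC50 below 50 µM in the dose-response confirmation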;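 note: death triggered by thapsigargin at about 15 µM added after 2 h compound pretreatment; cell ATP read after overnight thapsigargin exposure of roughly 18 to 22 hours; normalized against plate controls of thapsigargin alone and 5% DMSO vehicle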
Hep lipid drop = inhibitors of hepatocyte lipid droplet formation, primary screen, imaging, high-throughput imaging, BODIPY stain. AML12 mouse hepatocytes, oleate lipid droplets. inhibition, % at 6.5 µM. actives 0.4% (n = 240,000);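 active = lipid droplet intensity inhibited by at least 50%, with more than 500 cells counted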
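Assay system: AML12 mouse liver cells | Compound dosing: One dose, 6.5 µM compound | Read-out basis: Droplet intensity reduction, % inhibition | Measured by: Fluorescence imaging, 20x objective, two fields per well | Schedule: Overnight treatment with compound plus oleate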
Dynein transport cytoplasmic EGFP = also measured in Dynein transport; calls as there; z-score; measured here: cytoplasmic GR-EGFP intensity; hits give high values
Dynein transport nuclear GR-EGFP = second read-out of Dynein transport, no call of its own (marks repeat the call); z-score; measured here: nuclear GR-EGFP intensity;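 lower value marks the stronger effect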
Dynein transport cell count = second read-out of Dynein transport, no call of its own (marks repeat the call); z-score; measured here: cell count per field
Insulin prom up cell count = also measured in Insulin prom up; calls as there; cell count; measured here: cytotoxicity, nuclei count;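 total cells summed across four imaged fields per well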
Hep lipid drop cells 6.5 µM = second read-out of Hep lipid drop, no call of its own (marks repeat the call); cell count; measured here: cell count, cytotoxicity flag;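 cells counted across two imaged fields per well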
b-catenin transl cell count 5 µM = second read-out of b-catenin transl, no call of its own (marks repeat the call); cell count; measured here: cell count, cytotoxicity flag
T cell HTS vesicle-bound % = further read-out of T cell HTS, marked with its call; double positive events, %; measured here: CD8+ vesicle-bound cell fraction;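 binding gate set so that unloaded-vesicle control wells show 10% double positive cells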
MT stabilizer Hoechst-high % = second read-out of MT stabilizer, no call of its own (marks repeat the call); % Hoechst-high responders; measured here: nuclear condensation Hoechst responders;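 share of cells brighter than vehicle mean plus two SD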
MT stabilizer cytotoxicity % = recorded beside MT stabilizer, whose call it bears; toxicity, %; measured here: cytotoxicity by cell density;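 0% = mean cell density of plate MIN control wells and 100% = no cells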
Autophagy HCS cell loss 18 h = second read-out of Autophagy HCS, no call of its own (marks repeat the call); toxicity, %; measured here: cell loss, nuclei count;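 cell loss after 18 h compound exposure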
* = called active by the depositor; i = inactive; . = no result given.

SMILES | PhoP inhibition | Insulin prom up | Insulin prom up cell count | T cell HTS | T cell HTS vesicle-bound % | b-catenin transl | b-catenin transl cell count 5 µM | Autophagy HCS | Autophagy HCS cell loss 18 h | MT stabilizer | MT stabilizer Hoechst-high % | MT stabilizer cytotoxicity % | Dynein transport | Dynein transport cytoplasmic EGFP | Dynein transport nuclear GR-EGFP | Dynein transport cell count | ER stress rescue | Hep lipid drop | Hep lipid drop cells 6.5 µM
CCCCN1C(=O)NC(NC(=O)C2CC2)(C(F)(F)F)C1=O (stereo unspecified) | -5.2% | 0.77 | 1085 | i | 8.0 | 0.5 | 1080 | i | 3.2 | 3.6 | 2.1 | 6.8 | -0.719 | -0.332 | -0.336 | 0.628 | 1.2% | -2.6 | 779
COc1cc(NC(=O)COn2nnc3ccc(S(C)(=O)=O)cc32)cc(OC)c1 | 4.1% | 0.71 | 1170 | i | 19.6 | -4.1 | 1163 | i | 24.9 | 2.1 | 2.1 | 1.8 | 0.463 | -0.206 | 0.131 | -0.63 | -0.8% | 16.7 | 658
Nc1ccc(S(=O)(=O)Nc2nccc(/C=C/c3ccc(Br)s3)n2)cc1 | 7.2% | -0.14 | 1513 | i | 56.6 | 3.3 | 877 | i | -3.3 | 3.8 | 1.5 | 1.4 | 0.61 | -0.267 | 0.244 | 0.292 | -1.0% | 1.1 | 686
CSCCC(Nc1ncnc2ccc(Br)cc12)C(=O)O (stereo unspecified) | -0.6% | . | . | i | 18.7 | 0.2 | 1139 | i | 7.3 | 1.8 | 2.0 | 5.0 | 1.51 | -0.224 | 0.917 | -0.594 | -0.1% | . | .
CO/N=C/CC(=O)c1cnc(-c2ccc(Cl)cc2)s1 | -13.3% | -0.15 | 1169 | i | 32.1 | 1.1 | 1025 | i | 1.6 | 3.8 | 3.1 | 5.5 | -0.0451 | -0.202 | -0.18 | 0.0175 | -1.6% | -7.4 | 663
CCc1nnc(NC(=O)C2CCCN(c3nc(C)cc(C)n3)C2)s1 (stereo unspecified) | -1.5% | 0.52 | 1408 | i | 20.8 | 1.1 | 1115 | i | 4.5 | 3.5 | 3.7 | 4.5 | -0.0982 | -0.241 | 0.205 | 1.27 | -0.2% | . | .
CCS(=O)(=O)N1CCC(C(=O)NCCc2ccc(OC)c(OC)c2)CC1 | -7.6% | -0.23 | 1561 | i | 34.1 | 1.2 | 1408 | i | 6.1 | 3.8 | 3.3 | 8.5 | 0.301 | -0.116 | 0.485 | 0.562 | 0.6% | . | .
CCOc1ccccc1NC(=O)C1C2C=CC(C2)C1C(=O)O (stereo unspecified) | -8.3% | 0.46 | 760 | i | 39.1 | -4.1 | 1123 | i | 26.1 | 2.5 | 1.0 | 2.7 | -0.557 | 0.0841 | 0.109 | 0.0755 | 1.4% | -8.8 | 775
COc1ccccc1/C=N/NC(=O)c1sc(C)nc1C | 2.9% | 1.08 | 1473 | i | 62.2 | 0.8 | 1530 | i | 13.8 | 3.7 | 1.7 | 18.2 | -1.34 | -0.303 | -0.131 | 1.31 | 1.9% | -0.9 | 639
COCCn1c(SCC(=O)Nc2cccc(S(N)(=O)=O)c2)nc2cc(Cl)ccc2c1=O | 10.7% | . | . | i | 50.5 | -2.3 | 1112 | i | 2.0 | 6.0 | 2.1 | 10.9 | 0.489 | 0.161 | 0.992 | -1.26 | 0.2% | 7.5 | 648
N#Cc1nc(-c2cccs2)oc1N1CCN(c2ccccc2)CC1 | -2.8% | . | . | i | 28.2 | 1.3 | 992 | i | -4.2 | 2.9 | 1.4 | 3.7 | -0.219 | -0.228 | -0.319 | -0.738 | -2.8% | -2.3 | 691
CC(C)Sc1nc(N2CCCC2)c2c(c1C#N)CC(C)(C)OC2 | -13.2% | -1.25 | 1257 | i | 0.0 | . | . | i | 14.5 | 2.4 | 2.1 | 14.2 | -0.195 | -0.212 | 0.121 | 0.127 | -2.7% | 3.7 | 768
C=CC(=O)N=c1sc2ccccc2n1-c1ccccc1 | -3.1% | 0.13 | 1220 | i | 29.6 | 9.2 | 965 | i | 18.0 | 4.2 | 2.5 | 5.2 | -3.46 | 0.324 | -1.65 | 0.5 | 3.4% | 6.2 | 688
COC(=O)c1c(NC(=O)C2C3CCC(O3)C2C(=O)O)sc2c1CCCCCC2 (stereo unspecified) | -13.1% | -0.07 | 834 | i | 58.1 | . | . | i | 9.0 | 1.6 | 3.6 | 11.7 | -0.778 | -0.294 | -0.548 | 0.784 | -1.1% | -9.1 | 625
CCNC(=S)NNC(=O)c1csc2ccccc12 | -7.9% | . | . | i | 29.6 | . | . | i | -6.1 | 5.4 | 3.2 | 12.7 | 0.256 | 0.391 | -0.48 | 0.277 | -1.0% | . | .
Nc1cccc(S(=O)(=O)Nc2ccccc2)c1 | 13.4% | 0.17 | 1367 | i | 19.8 | 2.1 | 1053 | i | 9.1 | 1.7 | 2.4 | 6.9 | -0.0949 | -0.206 | -0.133 | -0.106 | -0.4% | -13.2 | 750
Cc1ccc2oc(-c3ccc(NC(=O)c4ccc5c(c4)OCO5)cc3)nc2c1 | 3.5% | . | . | i | 21.9 | 2.0 | 976 | i | -8.2 | 5.3 | 3.9 | 5.2 | 0.519 | -0.164 | 0.193 | 0.795 | -0.6% | 0.5 | 739
CNS(=O)(=O)c1ccc(NC(=O)c2cncc(Br)c2)cc1 | 0.0% | -0.21 | 1635 | i | 58.5 | -6.2 | 1007 | i | 9.0 | 5.5 | 3.5 | 2.1 | 0.0799 | -0.307 | 0.708 | 0.584 | -0.5% | 11.0 | 694
CCn1nc(C)c(CN2CCc3c([nH]c4ccccc34)C2C(C)(C)C)c1C (stereo unspecified) | -0.2% | -0.9 | 1372 | i | 58.3 | 0.4 | 1068 | i | 10.8 | 5.4 | 1.7 | 2.0 | 0.0986 | -0.255 | 0.0812 | 0.227 | 0.3% | -6.2 | 778
CCc1nc2ccccc2n1Cc1ccccc1OC | 0.7% | -1.01 | 1199 | i | 28.4 | -4.3 | 817 | i | 19.6 | 3.7 | 1.7 | 4.1 | -0.497 | -0.369 | -0.127 | 0.972 | 3.3% | . | .
COc1ccc(-c2nc3ccc(C)cn3c2NCc2ccc3c(c2)OCO3)cc1 | 0.2% | . | . | i | 44.3 | -0.3 | 1487 | i | -11.6 | 2.6 | 0.9 | 10.2 | -0.574 | -0.274 | 0.0659 | 0.333 | -0.5% | 9.6 | 703
CCOc1ncccc1C(=O)Nc1ccccc1F | 1.8% | 0.13 | 1489 | i | 54.7 | -1.1 | 1091 | . | . | . | . | . | 0.617 | -0.223 | 0.195 | 0.102 | . | -0.4 | 788
COc1ccc(-c2[nH]ncc2CN2CCC(C(=O)c3ccc(F)cc3)CC2)cc1 | -7.2% | -0.34 | 1371 | i | 32.6 | -1.2 | 1083 | . | . | . | . | . | -1.1 | -0.242 | -0.618 | 0.784 | . | 7.0 | 730
CCOc1cc(N2CCOCC2)c(OCC)cc1NC(=O)C(NC(=O)c1ccco1)C(C)C (stereo unspecified) | -5.1% | 0.22 | 1072 | i | 56.2 | -0.9 | 1198 | i | 3.3 | 3.0 | 3.0 | 10.7 | 2.23 | -0.18 | 1.59 | 0.162 | -0.3% | . | .
O=C(OCc1cncs1)c1ccccc1Cl | 0.1% | -0.05 | 1663 | i | 17.9 | -1.2 | 1028 | i | 2.5 | 3.7 | 3.9 | 4.5 | 0.504 | -0.342 | 0.673 | -0.039 | 3.9% | 17.2 | 653
CCN(Cc1ccccc1)C(=O)c1ccc(SC)cc1OC | -6.4% | . | . | i | 34.8 | -1.2 | 1060 | i | 20.2 | 2.6 | 1.7 | 14.1 | -0.821 | -0.242 | -0.336 | 0.504 | 5.2% | -17.4 | 678
COc1ccc(S(=O)(=O)CCC(=O)NCCc2ccc(S(N)(=O)=O)cc2)cc1 | -1.5% | -0.03 | 1290 | i | 30.6 | -0.9 | 934 | i | 12.3 | 1.9 | 2.2 | 7.4 | 0.738 | -0.217 | 0.447 | 0.337 | -1.4% | 1.0 | 724
CC(=O)c1sc(NC(=O)COc2ccc(Cl)cc2C)nc1C | -4.8% | 0.32 | 1345 | i | 19.2 | 2.1 | 1246 | . | . | . | . | . | 0.427 | 0.407 | 0.332 | -0.239 | . | -0.5 | 660
O=C(COC(=O)COc1ccc(Cl)cc1)NC1CCCCC1 | 2.7% | -0.43 | 1699 | i | 38.4 | 0.5 | 1353 | i | -1.4 | 3.1 | 2.2 | 7.9 | -0.308 | -0.156 | -0.328 | 0.78 | 0.5% | . | .

Assay outcomes as filed in PubChem BioAssay.

Rows are unselected. Share with any hit: about 3%.
